From PubChem
CHRM4 agonist: agonists of human muscarinic M4 receptor (CHRM4). P08173. CHO-K1 hM4/Gqi5, Fluo-8 calcium fluorescence; vehicle 0%, full acetylcholine response 100%. activation, % at 3 µM. hit rate 0.14% among 360,000;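 active = activation above the run mean over all test wells plus 3 SD, cut at about 32% in these data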;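 also: peak over basal fluorescence ratio per well then scaled between controls; 0% = DMSO wells and 100% = acetylcholine at EC100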
CHRM4 antagonist: CHRM4 antagonism in calcium assay. CHO-hM4 cells, ACh EC80, Fluo-8 calcium fluorescence. P08173. AID 624125. inhibition, % at 3 µM. hit rate 0.73% among 360,000;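 active = inhibition above its plate's cutoff, the mean inhibition of sample wells plus 3 SD, cut at about 27% in these data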;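 also: 0% = acetylcholine EC80 with DMSO and 100% = DMSO without agonist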
CHRM4 PAM: CHRM4 positive allosteric modulation; P08173; AID 624126; CHO-K1 hM4/Gqi5, Fluo-8 calcium fluorescence, ACh EC20; 0% = ACh EC20, 100% = maximal ACh; hit rate 0.4% among 360,000; activation, % at 3 µM;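 active = activation above its plate's cutoff, the mean activation of sample wells plus 3 SD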; also: some results filed as inactive read as strong as hits
M5 antag: antagonists of human muscarinic M5 receptor (CHRM5). P08912. CHO-hM5 cells, Fluo-8 calcium fluorescence, ACh EC80. inhibition, % at 3 µM. hit rate 0.59% among 360,000. AID 624040;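 active = inhibition above a per-plate cutoff, the mean of that plate's test compounds plus 3 SD, cut at about 27% in these data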;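 also: 0% = acetylcholine EC80 with DMSO and 100% = DMSO without agonist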
Target sequence (P08912 whole entry, looked up): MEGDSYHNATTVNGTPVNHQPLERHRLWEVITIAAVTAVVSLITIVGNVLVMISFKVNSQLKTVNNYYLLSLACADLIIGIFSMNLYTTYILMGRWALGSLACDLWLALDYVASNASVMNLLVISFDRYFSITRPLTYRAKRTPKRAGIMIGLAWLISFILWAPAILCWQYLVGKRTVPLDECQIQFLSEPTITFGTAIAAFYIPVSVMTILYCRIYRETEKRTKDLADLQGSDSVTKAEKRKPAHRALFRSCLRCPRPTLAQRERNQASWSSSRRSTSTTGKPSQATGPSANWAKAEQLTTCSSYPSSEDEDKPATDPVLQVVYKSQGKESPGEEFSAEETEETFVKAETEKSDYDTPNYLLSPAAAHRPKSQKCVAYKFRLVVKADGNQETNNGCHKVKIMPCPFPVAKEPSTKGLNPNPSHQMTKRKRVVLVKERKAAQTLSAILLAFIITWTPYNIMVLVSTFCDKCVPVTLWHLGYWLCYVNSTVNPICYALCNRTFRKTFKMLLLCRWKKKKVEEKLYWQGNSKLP
M5 ag: agonists of human muscarinic M5 receptor (CHRM5). CHO-K1 hM5 cells, Fluo-8 calcium fluorescence; 0% DMSO wells, 100% maximal acetylcholine response. hit rate 0.19% among 360,000. activation, % at 3 µM. AID 624037;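 active = activation above the run's mean over test compounds plus 3 SD, cut at about 23% in these data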;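 also: signal is peak over basal fluorescence ratio across the kinetic read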
M1 antag: human CHRM1 antagonism; hit rate 1.3% among 360,000; inhibition, % at 3 µM; CHO-K1 hM1, Fluo-8 calcium fluorescence, ACh EC80 antagonist; AID 588852;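 active = percent inhibition above its own plate's cutoff, namely the mean of that plate's compound wells plus 3 SD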;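 also: peak over basal fluorescence ratio during 140 s after agonist addition; 0% = ACh EC80 plus DMSO and 100% = DMSO alone without agonist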
Target sequence (P11229 whole entry, looked up): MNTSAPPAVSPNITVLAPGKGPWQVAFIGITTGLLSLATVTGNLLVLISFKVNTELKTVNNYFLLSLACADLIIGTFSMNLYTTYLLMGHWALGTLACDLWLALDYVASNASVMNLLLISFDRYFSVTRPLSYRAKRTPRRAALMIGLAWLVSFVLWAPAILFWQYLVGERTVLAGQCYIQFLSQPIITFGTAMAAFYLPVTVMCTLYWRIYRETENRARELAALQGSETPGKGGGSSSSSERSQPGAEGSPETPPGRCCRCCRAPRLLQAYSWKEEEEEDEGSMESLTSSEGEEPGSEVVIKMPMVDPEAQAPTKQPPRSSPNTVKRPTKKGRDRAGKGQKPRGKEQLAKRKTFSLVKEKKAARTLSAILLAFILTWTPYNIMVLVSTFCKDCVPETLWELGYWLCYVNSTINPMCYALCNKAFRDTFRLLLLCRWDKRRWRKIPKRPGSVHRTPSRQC
CRFR2-BP ag: CRF-BP/CRF-R2 complex agonism. HEK293 CRF-R2/CRF-BP, calcium dye fluorescence (FLIPR); percent of saturating CRF peptide response. activation, % at 13.2 µM. hit rate 0.46% among 350,000;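 active = activation of at least 50%, plus an integration ratio under a set limit after plate pattern correction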;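 also: plate controls were neutral control wells without compound for no effect and CRF at EC100 for full effect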
M5 PAM: CHRM5 positive allosteric modulation; P08912; CHO-K1 hM5, Fluo-8 calcium, ACh EC20 PAM; 0% = ACh EC20, 100% = ACh EC100; activation, % at 3 µM; hit rate 0.3% among 360,000; AID 624038;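 active = activation above the run cutoff, the mean activation of all test compounds plus 3 SD, cut at about 18% in these data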
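Assay system – human M5 receptor in CHO-K1 cells · Read-out – % activation, ACh-normalized · Technique – Fluo-8 calcium fluorescence · Dosing – single-point, 3 µM nominal · Incubation – Fluo-8 loading 80 min at 37 °C plus 30 min room temperature · Repeats – singlicate, one well per test compound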
CHRM1 PAM: positive allosteric modulators of human M1 muscarinic receptor | P11229 | CHO-K1 hM1, Fluo-8 calcium fluorescence, ACh EC20; 0% = ACh EC20, 100% = maximal ACh | activation, % at 3 µM | hit rate 0.088% among 360,000 | AID 588819; in the data active = activation above about 19%, passing the limit was not always enough
The depositor's hits bear a star; . = no result given.

SMILES	CHRM4 agonist	CHRM4 antagonist	CHRM4 PAM	M5 antag	M5 ag	M1 antag	CRFR2-BP ag	M5 PAM	CHRM1 PAM
O=C1C2C3C=CC(C3)C2C(=O)N1Nc1ccccc1 (stereo not given)	18	7	-8	8	1	14	0.2	-16	0
C/C=C(/C)C(=O)OC1CC(C)(C)C[C@H]2C3=CC[C@@H]4[C@@]5(C)CCC(O[C@@H]6O[C@@H](C(=O)O)[C@@H](O)C(O[C@@H]7OC[C@H](O)[C@@H](O)[C@@H]7O[C@@H]7OC(CO)C(O)[C@@H](O)[C@@H]7O)C6O[C@@H]6OC(CO)C(O)C(O)C6O)[C@@](C)(CO)[C@@H]5CC[C@]4(C)[C@]3(C)CC(O)[C@@]12CO (stereo not given in full)	75*	26	20	10	-3	73*	112*	-6	-36
COc1cccc(/C=N/NC(=O)c2ccc(=O)[nH]n2)c1O	0	5	-16	-1	0	2	-0.5	-1	2
CC(O)[C@H]1CNC(=O)C(=O)N1CCCCC1CCCCC1 (stereo not given in full)	0	1	4	10	1	-1	-2.6	-1	0
Cc1ccc(S(=O)(=O)Nc2nc3ccccc3nc2NCC2CCCO2)c(C)c1 (stereo not given)	1	15	11	2	-5	-9	-3.3	6	5
O=C(Nc1ccc(Cl)c(Cl)c1)Nc1nc(-c2ccccc2)cs1	4	-17	3	3	0	6	-3.1	-8	-7
COc1ccc(C(C)=O)cc1CSc1nnc(Nc2ccc(C)cc2C)s1	3	3	-5	-1	-3	-9	-1.5	0	3
CCOC(=O)N1CCN(CC(=O)Nc2c(C(=O)OC)[nH]c3cccc(Cl)c23)CC1	7	10	1	-1	5	-2	5.1	1	4
NS(=O)(=O)c1ccc(N=Nc2ccc(=O)[nH]c2O)cc1	1	-4	-2	0	-1	-5	-0.3	-4	1
COc1ccc(NC(=O)C2(c3ccc(NC(=O)c4ccc(OC(C)=O)cc4)cc3)CCCC2)cc1	2	8	3	1	4	-4	8.8	2	-2
COc1cc(NS(=O)(=O)c2ccc(Br)s2)cc(OC)c1	1	-6	-4	4	1	-3	-0.2	-3	2
O=C(COc1cccc(OC(F)F)c1)Nc1ccc(SC(F)F)cc1	5	1	-12	1	-3	10	1.9	-12	-5
COc1cc(C(=O)Nc2cccc(-c3nc4ncccc4o3)c2C)cc(OC)c1OC	2	-18	18	1	1	-5	-1.4	0	5
CCn1cc(/C=C(\NC(=O)c2ccccc2OC)C(=O)N2CCN(C)CC2)c2ccccc21	3	5	-3	20	-5	-3	-1.2	-7	4
O=C(NCC1CC1)C1(S(=O)(=O)c2ccccc2)CC=CC1	1	5	0	20	-2	11	1.2	0	-6
Cc1cc(=O)oc2cc(Oc3ccc(C(N)=O)cc3[N+](=O)[O-])ccc12	1	2	-15	17	-5	-8	-1.6	-12	5
CCCC(=O)NC(=S)Nc1cccc(Cl)c1N1CCCCC1	-1	2	-4	2	2	20	5.8	-8	0
CC(C)NC(=O)C1CCN(C2CCN(C(=O)c3cc4c(s3)CCCCC4)CC2)CC1	2	3	-3	3	-10	-5	-0.2	-1	-3
Cc1ccc(N(CC(=O)Nc2ccc(S(=O)(=O)N3CCOCC3)cc2)S(C)(=O)=O)cc1C	2	-8	-9	7	-1	-1	-1.1	-3	2
C=CCn1c(-c2oc3nc(-c4ccccc4)cc(-c4ccccc4)c3c2N)n[nH]c1=S	1	5	-5	-2	0	-2	3.4	2	8
COC(=O)c1ccc(OC(=O)CCS(=O)(=O)c2ccc(C)cc2)cc1	0	-2	-1	5	1	9	1.5	-3	-1
O=C(NCC1(c2ccccc2)CCOCC1)c1cccs1	0	-8	4	7	-3	-3	-0.3	7	11
O=C(CCCNC(=O)c1ccc(Cl)cc1)Nc1ncccc1O	2	-2	-2	11	-3	-17	-0.7	4	26*
CCCCN(C)C(=O)CCC(=O)Nc1ccc2nc(N3CCOCC3)cc(C)c2c1	2	22	2	-2	1	-5	0.1	2	14
Cc1ccc(NC(=O)CNc2ccc(OC(C)C)cc2)c(C)c1	1	9	-2	11	-2	-7	-2.6	-14	3
COc1ccc(C(=O)OCCN2C(=O)c3ccccc3C2=O)cc1OC	2	-9	-4	-3	-5	-19	1.4	-1	8
CCOc1ccc(OCC(=O)N(CCC2=CCCCC2)c2c(N)n(Cc3ccccc3)c(=O)[nH]c2=O)cc1	1	1	3	3	2	24	.	-1	-7
COC(=O)c1c(NC(=O)COc2ccc(Cl)cc2Cl)sc2c1CC(C)(C)NC2(C)C	0	1	15	-4	-5	-2	1.4	3	10
CCOC(=O)c1nc(Nc2ccc(C)cc2)c2ccccc2n1	2	6	1	11	4	3	-4.5	-7	8
Nc1ccc(C(=O)N/N=C/c2ccccc2)cc1	1	7	1	-3	-10	0	-1.6	14	3
O=C(Cn1c2ccc(F)cc2c2nc3n(c(=O)c21)CCS3)Nc1ccc(Cl)cc1F	0	7	0	8	-1	1	0.4	1	-4
CCCn1nc(C(=O)N2CCc3ccccc32)c2ccccc2c1=O	-1	-10	11	0	-1	-6	-1.7	2	6
COC(=O)C(CCSC)NC(=O)C12CC3CC(CC(C3)C1)C2 (stereo not given)	3	4	6	9	3	-6	-1.5	-6	5
COc1ccc(CCCNC(=O)C2Cc3c(-c4cccc(C(N)=O)c4)ccnc3O2)cc1 (stereo not given)	6	-13	16	3	1	-16	.	3	13
Cc1nn(CCCC(=O)NCCc2ccccc2)c(=O)c2nn(-c3ccccc3)c(C)c12	0	-12	-2	3	-6	3	-1.0	2	-2
CCCNC(=O)NC(=O)CSc1nncs1	1	5	1	-3	2	4	-3.3	11	9
Cc1ccc(NC(=O)c2cccc(F)c2)cc1S(=O)(=O)N1CCCCCC1	5	-2	-9	1	-2	5	1.5	-12	-6
COc1ccc(C(=O)NCCSCc2cccc(Cl)c2)cc1OC	3	-3	-3	2	-4	-10	-5.1	0	3
CCN1C(=O)[C@H]2[C@@H](c3ccc(-c4cccc(Cl)c4)c(OC)c3)N3CCC[C@@]3(C(=O)OC)[C@H]2C1=O	5	4	-8	9	2	3	12	1	-3
CCN1CCN(CC(=O)Nc2nc3ccc(C)cc3s2)CC1	1	0	-5	6	-7	-5	0.2	-8	1

Part of the list above, in markdown.
| SMILES | CHRM4 agonist | CHRM4 antagonist | CHRM4 PAM | M5 antag | M5 ag | M1 antag | CRFR2-BP ag | M5 PAM | CHRM1 PAM |
| --- | --- | --- | --- | --- | --- | --- | --- | --- | --- |
| COC(=O)c1c(NC(=O)COc2ccc(Cl)cc2Cl)sc2c1CC(C)(C)NC2(C)C | 0 | 1 | 15 | -4 | -5 | -2 | 1.4 | 3 | 10 |
| CCOC(=O)c1nc(Nc2ccc(C)cc2)c2ccccc2n1 | 2 | 6 | 1 | 11 | 4 | 3 | -4.5 | -7 | 8 |
| Nc1ccc(C(=O)N/N=C/c2ccccc2)cc1 | 1 | 7 | 1 | -3 | -10 | 0 | -1.6 | 14 | 3 |
| O=C(Cn1c2ccc(F)cc2c2nc3n(c(=O)c21)CCS3)Nc1ccc(Cl)cc1F | 0 | 7 | 0 | 8 | -1 | 1 | 0.4 | 1 | -4 |
| CCCn1nc(C(=O)N2CCc3ccccc32)c2ccccc2c1=O | -1 | -10 | 11 | 0 | -1 | -6 | -1.7 | 2 | 6 |
| COC(=O)C(CCSC)NC(=O)C12CC3CC(CC(C3)C1)C2 (stereo not given) | 3 | 4 | 6 | 9 | 3 | -6 | -1.5 | -6 | 5 |
| COc1ccc(CCCNC(=O)C2Cc3c(-c4cccc(C(N)=O)c4)ccnc3O2)cc1 (stereo not given) | 6 | -13 | 16 | 3 | 1 | -16 | . | 3 | 13 |
| Cc1nn(CCCC(=O)NCCc2ccccc2)c(=O)c2nn(-c3ccccc3)c(C)c12 | 0 | -12 | -2 | 3 | -6 | 3 | -1.0 | 2 | -2 |
| CCCNC(=O)NC(=O)CSc1nncs1 | 1 | 5 | 1 | -3 | 2 | 4 | -3.3 | 11 | 9 |
| Cc1ccc(NC(=O)c2cccc(F)c2)cc1S(=O)(=O)N1CCCCCC1 | 5 | -2 | -9 | 1 | -2 | 5 | 1.5 | -12 | -6 |
| COc1ccc(C(=O)NCCSCc2cccc(Cl)c2)cc1OC | 3 | -3 | -3 | 2 | -4 | -10 | -5.1 | 0 | 3 |

Next part
SMILES	CHRM4 agonist	CHRM4 antagonist	CHRM4 PAM	M5 antag	M5 ag	M1 antag	CRFR2-BP ag	M5 PAM	CHRM1 PAM
COc1ccc(OC)c(/C=c2\sc3nc(-c4cccs4)nn3c2=O)c1	1	1	3	0	-1	-4	175*	-3	11
O=C(N/N=C/c1c[nH]c2ccccc12)c1ccn(Cc2ccc(Cl)cc2)n1	1	4	-7	-6	-3	-14	1.1	-6	-5
CCC(=O)NCCc1nc2cc(NC(=O)c3ccc(Cl)cc3)ccc2n1C	0	1	-7	12	-3	-11	1.5	-7	16
COc1cc(Nc2nc(-c3ccccc3)c3cc(C)ccc3n2)cc(OC)c1OC	0	-5	-6	-3	6	-3	-0.2	5	4
CCc1c(C)nc(SCC(=O)c2ccc(C)c(C)c2)[nH]c1=O	6	8	2	8	3	13	0.7	-7	-16
CC1=CC(C)[C@H](/C=N/n2c(=O)[nH]c3c([nH]c4ccc(Br)cc43)c2=O)C(C)C1 (stereo not given in full)	3	-9	18	-2	-3	-14	0.6	2	14
O=C1C2C3C=CC(C4CC34)C2C(=O)N1/N=C/c1ccc(-c2ccc(F)cc2[N+](=O)[O-])o1 (stereo not given)	9	-17	-8	-6	-8	-8	3.8	-6	0
COc1ccc(Cc2c(C(C)(C)C)nc3ccc(Br)cn23)c(C)c1	0	1	-2	5	1	-28	.	6	2
c1ccc(Cn2ncc3c(N4CCCCC4)ncnc32)cc1	2	-6	2	-3	1	3	-3.8	-3	6
O=C(c1coc(=O)c(Br)c1)N1CCOCC1	1	7	9	-2	2	-22	-0.8	5	15
O=C(Oc1ccccc1C(=O)N1CCOCC1)c1ccc(F)cc1	1	-3	15	-8	4	-20	-0.7	14	11
c1ccc(-c2csc(-c3ccc(-c4csnn4)cc3)n2)cc1	12	-1	-17	8	-1	5	2.1	-14	-3
CC(C)CN(C(=O)COC(=O)c1ccc2ccccc2c1)c1c(N)n(Cc2ccccc2)c(=O)[nH]c1=O	0	-8	0	5	2	-16	3.6	-3	4
C=CC(COCc1ccccc1)N(CC(=O)OC)S(=O)(=O)c1cc(Br)ccc1OC (stereo not given)	3	11	-1	1	-3	-3	-0.7	-13	2
Brc1ccc(-c2nnc3sc(CNC4CCCC4)cn23)cc1	0	-6	7	3	-2	-9	5.8	-2	9
COc1ccc(-c2csc(NC(=O)c3cc(C)on3)c2C#N)cc1OC	2	-16	7	-6	2	-12	-2.1	10	7
COc1ccc(C)cc1NC(=O)c1cc2ccccc2cc1OCC(=O)NCc1ccco1	2	-1	1	6	-3	-10	0.8	-2	-2
